Compound activity as filed in PubChem BioAssay.
PMI act – activators of human phosphomannose isomerase. P34949. activation factor at 20 µM. purified human PMI, coupled resazurin fluorescence, 20 min; hits give high values; 1 = vehicle control, 0 substrate-free wells. 190,000 tested, 0.005% active;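 active = activation factor of 2 or more at 20 µM, relative to plate controls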
Target sequence (P34949 whole entry, looked up): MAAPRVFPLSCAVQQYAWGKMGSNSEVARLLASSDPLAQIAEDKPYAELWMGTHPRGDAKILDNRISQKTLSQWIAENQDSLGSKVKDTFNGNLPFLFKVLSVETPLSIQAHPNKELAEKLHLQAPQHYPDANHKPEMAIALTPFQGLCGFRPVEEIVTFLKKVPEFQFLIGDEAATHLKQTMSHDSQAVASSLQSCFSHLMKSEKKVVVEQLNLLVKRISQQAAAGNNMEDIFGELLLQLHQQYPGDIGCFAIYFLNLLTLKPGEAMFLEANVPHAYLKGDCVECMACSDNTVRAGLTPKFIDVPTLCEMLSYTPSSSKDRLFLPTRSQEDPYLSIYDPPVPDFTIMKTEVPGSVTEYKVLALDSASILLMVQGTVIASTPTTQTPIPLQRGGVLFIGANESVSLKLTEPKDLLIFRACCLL
Diaph act CS – diaphorase activation or chemical reduction counter-screen | 190,000 tested, 0.005% active | activation factor at 20 µM | Diaphorase/resazurin coupled assay, resorufin fluorescence, 16 min; hits give high values; 1 = vehicle wells, 0 = NADH-free wells;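 active = diaphorase activity raised at least twofold by the compound at 20 µM; inactive = activation factor below 2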
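Material: Purified diaphorase enzyme from Clostridium kluyveri | Buffer or medium: 50 mM HEPES pH 7.4 with 4.542 mM MgCl2, 0.005% Tween 20 | Times: 16 min enzyme reaction, ambient temperature | Signal: Red resorufin fluorescence at 544/590 nm excitation/emission | Measure: Increased resorufin signal from activators or reducing compounds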
PMI act satM6P – increases human PMI activity with near-saturating mannose 6-phosphate; AID 1216; activation factor at 20 µM; P34949; coupled PMI enzyme assay, resazurin fluorescence, 20 min; hits give high values; 1 = untreated enzyme, 0 = substrate-free blank; 190,000 tested, 0.34% active;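 active = activation factor of 2 or more at 20 µM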
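Test system: human PMI in coupled enzyme assay; Input: PMI at 15 ng/mL final; Medium: HEPES buffer, pH 7.4; Schedule: 20 min incubation at room temperature; Technique: resorufin fluorescence at Ex 544/Em 590 nm; Compound: 20 µM single dose; Probe or stimulus: Near-saturating mannose-6-phosphate, 1.0 mM.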
PPARg SRC-3 ag – promotes SRC-3 coactivator recruitment by human PPARgamma; biochemical PPARgamma/SRC-3 coactivator recruitment assay; P37231; activation, % at 8 µM; 200,000 tested, 0.26% active; in the data active = activation above about 23%;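 note: 0% = DMSO and 100% = reference agonist; some compounds past the cut are filed as inactive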
ROMK mod – human ROMK K+ channel modulation, primary screen. P48048. Tet-inducible ROMK, thallium flux fluorescence; actives lie on both sides. B-score at 10 µM. 130,000 tested, 2% active. AID 1918;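 active = signal ratio slope over the read window, or its plate-corrected B-score, at least 3 SD from the plate mean, either direction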;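 note: B-score of the F/F0 ratio slope over 7 to 12 s after thallium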
G6PDH CS – inhibits Leuconostoc G6PDH, flagging false hits in G6PDH-based assays. Purified L. mesenteroides G6PDH, diaphorase/resazurin coupled fluorescence, 45 min. inhibition, % at 5 µM. 200,000 tested, 0.12% active; in the data active = inhibition above about 50%
SRC2 TRFRET art – TR-FRET artefact, counter-screen to PPARgamma/SRC-2 agonist assay; hits give high values; TR-FRET ratio at 8 µM; 200,000 tested, 0.4% active; in the data active = TR-FRET ratio above about 2000; note: inactives centre near 1500
PPARg SRC-1 ag – promotes SRC-1 coactivator recruitment by human PPARgamma; AID 631; 200,000 tested, 0.41% active; PPARgamma-SRC-1 coactivator recruitment biochemical assay; P37231; activation, % at 8 µM; in the data active = activation above about 19%;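 note: 0% = DMSO and 100% = reference agonist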
PPARg SRC-2 ag – promotes SRC-2 coactivator recruitment by human PPARgamma; AID 1032; 200,000 tested, 0.34% active; P37231; activation, % at 8 µM; PPARgamma LBD-SRC-2 recruitment, biochemical; in the data active = activation above about 22%;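 note: 0% = vehicle and 100% = reference agonist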
Diaph inh CS – counter-screen for diaphorase-based assays: diaphorase inhibitors and chemical oxidizers; diaphorase resazurin-to-resorufin fluorescence, NADH, 16 min; bacterial (C. kluyveri) enzyme, not human; inhibition, % at 20 µM; 190,000 tested, 0.69% active; AID 1217;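 active = primary screen inhibition at 20 µM above a set limit, cut at about 50% in these data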;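 note: plate controls were DMSO with full reaction for no effect and wells lacking NADH for full effect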
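System: Bacterial diaphorase enzyme (C. kluyveri) | Incubation: 16-min room-temperature incubation before reading | Benchmarks: No-NADH positive control and DMSO neutral control | Measured by: Resorufin fluorescence 544/590 nm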
S1P3 antag – S1P3 (human) receptor antagonism; CHO S1P3 NFAT-BLA reporter, FRET fluorescence, antagonist mode; 170,000 tested, 0.27% active; inhibition, % at 4.98 µM; Q99500; AID 485;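 active = inhibition above the plate cutoff, the mean inhibition of test wells on that plate plus 3 SD, cut at about 28% in these data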;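 note: cells challenged with S1P at its EC80 of 0.8 µM; blue over green emission ratio from cleaved BLA substrate after 4 h stimulation; 0% = S1P-stimulated wells and 100% = unstimulated DMSO-only wells; some compounds past the cut are filed as inactive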
Target sequence (Q99500 whole entry, looked up): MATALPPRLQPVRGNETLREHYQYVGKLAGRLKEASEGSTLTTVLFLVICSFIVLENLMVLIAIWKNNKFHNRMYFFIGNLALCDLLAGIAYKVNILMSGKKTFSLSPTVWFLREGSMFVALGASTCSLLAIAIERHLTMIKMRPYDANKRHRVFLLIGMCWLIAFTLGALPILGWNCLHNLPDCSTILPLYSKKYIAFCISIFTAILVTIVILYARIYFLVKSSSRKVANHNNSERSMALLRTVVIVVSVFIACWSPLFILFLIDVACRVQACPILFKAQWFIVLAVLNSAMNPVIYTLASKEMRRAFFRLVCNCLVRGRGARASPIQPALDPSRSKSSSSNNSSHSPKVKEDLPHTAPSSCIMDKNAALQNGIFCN
Active calls of the source: *; · = not tested or not shown.

SMILES | PMI act | Diaph act CS | PMI act satM6P | PPARg SRC-3 ag | ROMK mod | G6PDH CS | SRC2 TRFRET art | PPARg SRC-1 ag | PPARg SRC-2 ag | Diaph inh CS | S1P3 antag
N#C/C=C1/NC(=O)c2ccccc2S1 | 1 | 0.7 | 1 | -3 | 0.72 | 11 | 1264 | -6 | 4 | 25 | -8
CCN1CCN(C(=O)CSc2cc(=O)n(C)c3ccccc23)CC1 | 1 | 1 | 1 | 21 | -0.63 | 1 | 2412* | 33* | 9 | -5 | 15
Clc1ccc(OCCSc2ncccn2)c(Br)c1 | 1 | 0.8 | 1 | 1 | 0.64 | 10 | 1467 | -4 | -4 | 24 | 4
COc1ccc(Cn2nnnc2C(c2ccccc2Cl)N2CCN(C3CCCC3)CC2)cc1 (centres undefined) | 1.1 | 0.9 | 1 | -12 | -4.8* | 2 | 1559 | -2 | -4 | 15 | 8
O=C(Nc1ccc(N2CCN(C(=O)c3ccco3)CC2)cc1)c1cccs1 | 1 | 1 | 1.1 | 22 | 0.24 | -3 | 1610 | 9 | 3 | 2 | -1
COc1ccc(C(C(=O)Nc2ccc(C(C)C)cc2)N(Cc2ccco2)C(=O)CC2NC(=O)NC2=O)cc1 (centres undefined) | 1 | 1 | 1 | -4 | 0.093 | 7 | 1446 | -3 | -6 | 4 | -2
COc1ccc(CC(=O)N2CC3(C)CC2CC(C)(C)C3)cc1 (centres undefined) | 0.8 | 0.8 | 0.8 | 7 | -1.8 | 7 | 1550 | -5 | 1 | 20 | ·
CCCC(=O)NCc1ccccc1Cl | 1 | 0.8 | 1.1 | 3 | -0.11 | 10 | 1564 | 4 | 10 | 20 | -9
CCCOc1ccc(/C(O)=C2/C(=O)C(=O)N(c3cc(C)on3)C2c2ccc(C(=O)OC)cc2)cc1 (centres undefined) | 1 | 0.9 | 1 | 6 | -0.7 | 3 | 1543 | 4 | 5 | 8 | -43
COc1ccccc1CC(=O)Nc1ccc([N+](=O)[O-])cc1O | 0.9 | 0.7 | 0.8 | 7 | -1.9 | 5 | 1668 | 6 | 6 | 28 | -19
CCCCN(CC)S(=O)(=O)N1CCC(C(=O)NCCCN2CCOCC2)CC1 | 1 | 0.9 | 0.9 | -14 | -0.072 | 6 | 1540 | -5 | -7 | 5 | 1
Cc1cc(OCC(=O)Nc2ccncc2)c(C)cc1Br | 0.9 | 0.9 | 1 | 2 | -1.4 | -5 | 1301 | -2 | 3 | 11 | ·
CCCCn1c2nc3ccccc3nc2c2c(=N)oc(C)nc21 | 0.9 | 0.7 | 0.7 | · | · | 0 | · | · | · | 27 | ·
COc1ccc(/C=C2\CCC/C(=C\C=N\N(C)C)C2=O)cc1 | 1 | 1 | 1 | 8 | 0.0031 | 0 | 1764 | 5 | 3 | 4 | -10
C[C@@H](C(=O)NCc1ccccc1)[C@@H]1C[C@@]1(C)[C@@H](NC(=O)OCc1ccccc1)c1ccccc1 | 0.8 | 0.8 | 0.8 | 0 | -1.1 | 27 | 1413 | 1 | -2 | 25 | 9
CC(=O)Nc1ccc(C(=O)N(C)C(C(=O)Nc2ccc(C)cc2)c2ccccn2)cc1 (centres undefined) | 1.1 | 1 | 1.1 | 2 | 1.3 | 0 | 1701 | 6 | 7 | 4 | -6
O=c1c2c(nc3cc(-c4cccc(Cl)c4)[nH]n13)CCC2 | 0.9 | 0.8 | 1 | 9 | · | 3 | 1654 | 7 | 6 | 17 | ·
CCn1c(SCC(=O)Nc2cc(C)on2)nnc1-c1ccco1 | 1.1 | 1.1 | 1.1 | -1 | 0.41 | -3 | 1214 | 6 | -2 | -13 | ·
O=C1c2cccc3cc(Br)cc(c23)C(=O)N1Nc1ccc(Br)cc1 | 0.9 | 1 | 1 | 0 | · | 6 | 1536 | 0 | 5 | 0 | -2
Cc1ccc(NP(=O)(c2ccc(N(C)C)cc2NC(=O)c2cccs2)N2CCOCC2)cc1 (centres undefined) | 0.9 | 0.7 | 0.8 | 7 | · | -42 | 1515 | 2 | -1 | 31 | -12
Cc1ccc(S(=O)(=O)NCC(=O)OCC(=O)NCc2ccc(F)cc2)cc1 | 1 | 1 | 1 | 9 | -0.096 | -5 | 1813 | 11 | 12 | 3 | 3
COc1ccc(/C=C(\C#N)C(=O)NCCCn2ccnc2)cc1 | 0.9 | 1 | 0.8 | 3 | · | 0 | 1451 | 8 | 5 | -2 | 12
Cc1cc(C)c2c(c1)cc(C)c1nnc(SCC(=O)Nc3cc(C)on3)n12 | 1 | 0.8 | 1 | 12 | 1.3 | 13 | 1975* | 22* | 26* | 17 | -11
CCOC(=O)N1CCC(NC(=O)Cn2cc3c(n2)CCCCC3)CC1 | 1 | 1 | 1 | 3 | · | 20 | 1765 | 12 | 7 | -4 | -2
CC(C)(C)C(=O)Nc1nnc(-c2ccncc2)o1 | 1.1 | 1 | 1 | 1 | · | 14 | 1668 | 6 | 6 | 3 | -7
Cc1cc(NC(=O)CN2CC3CC(C2)c2cccc(=O)n2C3)nc2c1c(=O)oc1ccccc12 (centres undefined) | 1.1 | 0.9 | 1.2 | · | · | -39 | · | · | · | 10 | 12
CN1C(=O)C(CC(=O)NC2CCCCC2)N(C)C1=O (centres undefined) | 1.1 | 1 | 1 | 5 | 0.048 | 8 | 1769 | 9 | 13 | -1 | -21
COC(=O)c1sc2nc(C)c([N+](=O)[O-])c(C)c2c1N | 0.9 | 0.9 | 1 | 1 | · | 8 | 1520 | 2 | 3 | 12 | -43
COc1ccc(S(=O)(=O)N2CCN(C(=O)c3c(C)nn(-c4ccccc4)c3Cl)CC2)cc1 | 0.8 | 0.9 | 0.9 | 2 | -0.51 | 4 | 1553 | 6 | -5 | 12 | -15
CC1CCCCN1C(=O)CSc1nnc(Cc2ccccc2)n1C (centres undefined) | 1.1 | 1 | 1.1 | -3 | -0.00029 | 8 | 1728 | 5 | 4 | -1 | ·
CC(=O)N1CCN(c2nc(CC(C)C)c3c(c2C#N)CCC3)CC1 | 1.1 | 1 | 1 | 7 | -3.3 | 10 | 1553 | 6 | 6 | 4 | ·
COCC(=O)NCCc1ccc(S(N)(=O)=O)cc1 | 1 | 0.9 | 1 | 18 | · | 17 | 1450 | 0 | 7 | 12 | -22
O=S(=O)(Cc1cc(NCc2ccccc2)nc(-c2ccncc2)n1)c1ccccc1 | 1 | 1.2 | 1 | 1 | 1.3 | 2 | 1525 | 0 | 4 | -16 | -1
CC(C)c1ccc(N2C(=O)CSC23C(=O)N2CCCc4cccc3c42)cc1 (centres undefined) | 1.1 | 0.9 | 1 | -1 | 0.74 | 4 | 1457 | 4 | 0 | 9 | ·
CCCCCCC1CC(/C(C)=N\NC(N)=O)OC1=O (centres undefined) | 1 | 1 | 1 | -1 | -0.86 | 3 | 1655 | 1 | -3 | 3 | 3
Cc1ccc(S(=O)(=O)Oc2ccccc2N2C(=O)C3CC=CCC3C2=O)cc1 (centres undefined) | 1 | 1 | 1 | 7 | · | 9 | 1632 | -6 | 1 | 4 | ·
CC1(C)C2CC=C(/C=N/NC(=O)C3CC3)C1C2 (centres undefined) | 1 | 1 | 1 | 6 | -0.6 | 5 | 1489 | 12 | -1 | -2 | 1
Cc1cc(N2CCC(C)CC2)nc2ccc(N3C(=O)CCC3=O)cc12 | 0.9 | 0.9 | 0.9 | 3 | -1.1 | 10 | 1470 | -2 | 1 | 5 | -4
CCn1cc(C(=O)OCC(=O)Nc2cccc(Cl)c2Cl)c(=O)c2ccc(C)nc21 | 1 | 0.9 | 0.8 | 2 | -0.011 | 1 | 1466 | 0 | -1 | 9 | -9
CCOc1ccc(NC(=O)c2ccc(NC(=S)NC3CCCCC3)cc2)cc1 | 1 | 1 | 0.5 | 1 | 0.078 | 4 | 1639 | -1 | -1 | -2 | 8
O=C(NCc1ccco1)c1nnc(Cc2ccc(Cl)cc2)o1 | 1 | 0.9 | 1.1 | 2 | · | 12 | 1678 | 4 | 3 | 6 | ·
CCNC(=S)N/N=C/c1ccccc1[N+](=O)[O-] | 1 | 0.8 | 1 | 2 | -0.22 | -6 | 1721 | 6 | 7 | 22 | -4
COc1cccc(/C=N/NC(N)=S)c1OCc1cccc(Cl)c1 | 1 | 0.8 | 0.9 | 3 | 0.59 | 0 | 1654 | 6 | -1 | 20 | -8

Ordered by molar mass (smallest number first): 8 of the compounds above.
SMILES | PMI act | Diaph act CS | PMI act satM6P | PPARg SRC-3 ag | ROMK mod | G6PDH CS | SRC2 TRFRET art | PPARg SRC-1 ag | PPARg SRC-2 ag | Diaph inh CS | S1P3 antag
CCNC(=S)N/N=C/c1ccccc1[N+](=O)[O-] | 1 | 0.8 | 1 | 2 | -0.22 | -6 | 1721 | 6 | 7 | 22 | -4
CCCCCCC1CC(/C(C)=N\NC(N)=O)OC1=O (centres undefined) | 1 | 1 | 1 | -1 | -0.86 | 3 | 1655 | 1 | -3 | 3 | 3
COC(=O)c1sc2nc(C)c([N+](=O)[O-])c(C)c2c1N | 0.9 | 0.9 | 1 | 1 | · | 8 | 1520 | 2 | 3 | 12 | -43
CC1CCCCN1C(=O)CSc1nnc(Cc2ccccc2)n1C (centres undefined) | 1.1 | 1 | 1.1 | -3 | -0.00029 | 8 | 1728 | 5 | 4 | -1 | ·
CCOC(=O)N1CCC(NC(=O)Cn2cc3c(n2)CCCCC3)CC1 | 1 | 1 | 1 | 3 | · | 20 | 1765 | 12 | 7 | -4 | -2
CC(C)c1ccc(N2C(=O)CSC23C(=O)N2CCCc4cccc3c42)cc1 (centres undefined) | 1.1 | 0.9 | 1 | -1 | 0.74 | 4 | 1457 | 4 | 0 | 9 | ·
Cc1ccc(S(=O)(=O)NCC(=O)OCC(=O)NCc2ccc(F)cc2)cc1 | 1 | 1 | 1 | 9 | -0.096 | -5 | 1813 | 11 | 12 | 3 | 3
Cc1cc(NC(=O)CN2CC3CC(C2)c2cccc(=O)n2C3)nc2c1c(=O)oc1ccccc12 (centres undefined) | 1.1 | 0.9 | 1.2 | · | · | -39 | · | · | · | 10 | 12
